TLR4-MyD88 BLA – blocks binding of human TLR4 to MyD88; O00206+Q99836; HeLa CL3-4 TLR4/MyD88 BLA complementation, FRET ratio; inhibition, % at 8.4 µM; 200,000 tested, 0.18% active; in the data active means inhibition above about 25%;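 further: 0% = vehicle and 100% = reference inhibitor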
Target sequence (O00206 whole entry, looked up): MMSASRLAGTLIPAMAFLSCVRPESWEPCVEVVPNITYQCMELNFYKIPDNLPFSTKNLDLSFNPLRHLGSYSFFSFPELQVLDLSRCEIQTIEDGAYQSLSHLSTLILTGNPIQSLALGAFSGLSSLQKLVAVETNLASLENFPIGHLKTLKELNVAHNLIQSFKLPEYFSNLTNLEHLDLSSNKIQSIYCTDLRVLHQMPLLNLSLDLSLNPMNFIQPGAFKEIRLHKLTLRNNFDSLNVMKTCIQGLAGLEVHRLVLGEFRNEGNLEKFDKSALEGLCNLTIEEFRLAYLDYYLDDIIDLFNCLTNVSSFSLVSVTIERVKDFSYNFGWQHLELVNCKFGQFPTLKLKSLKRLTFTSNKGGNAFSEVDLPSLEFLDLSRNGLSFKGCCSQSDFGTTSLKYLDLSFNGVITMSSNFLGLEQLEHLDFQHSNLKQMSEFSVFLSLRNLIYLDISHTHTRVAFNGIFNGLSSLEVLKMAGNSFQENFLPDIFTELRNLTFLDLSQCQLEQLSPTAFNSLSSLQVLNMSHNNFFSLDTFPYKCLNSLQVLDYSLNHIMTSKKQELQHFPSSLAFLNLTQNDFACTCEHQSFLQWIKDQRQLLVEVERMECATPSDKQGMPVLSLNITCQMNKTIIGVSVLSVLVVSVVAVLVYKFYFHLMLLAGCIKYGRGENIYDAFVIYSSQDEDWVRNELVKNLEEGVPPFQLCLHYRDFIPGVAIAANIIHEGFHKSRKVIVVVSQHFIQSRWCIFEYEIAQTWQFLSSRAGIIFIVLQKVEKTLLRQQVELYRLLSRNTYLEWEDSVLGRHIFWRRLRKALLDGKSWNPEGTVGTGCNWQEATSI
Target sequence (Q99836 whole entry, looked up): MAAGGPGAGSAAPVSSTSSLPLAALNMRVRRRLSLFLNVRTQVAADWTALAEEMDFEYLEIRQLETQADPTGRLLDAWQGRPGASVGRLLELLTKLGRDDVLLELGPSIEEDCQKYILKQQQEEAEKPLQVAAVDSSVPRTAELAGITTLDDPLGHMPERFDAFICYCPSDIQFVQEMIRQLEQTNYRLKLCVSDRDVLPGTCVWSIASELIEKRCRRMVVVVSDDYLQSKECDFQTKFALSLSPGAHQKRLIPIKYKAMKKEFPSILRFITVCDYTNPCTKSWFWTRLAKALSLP
ROMK primary – human ROMK K+ channel modulation, primary screen. Tet-inducible ROMK, thallium flux fluorescence; actives lie on both sides. B-score at 10 µM. 130,000 tested, 2% active. AID 1918;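 active means signal ratio slope over the read window, or its plate-corrected B-score, at least 3 SD from the plate mean, either direction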;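 further: B-score of the F/F0 ratio slope over 7 to 12 s after thallium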
STAT3 act – increases IL-6 driven STAT3 reporter signal; U3A cells, IL-6 STAT3-luciferase reporter, luminescence; 100% = signal with IL-6 EC80 alone; 190,000 tested, 0.91% active; activation (% of control), % at 5.6 µM;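 active means activation above the screen-wide mean of compound activation plus 3 SD, cut at about 130% in these data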;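 further: 0% = background luminescence of wells with medium and substrate only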
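Assay system – human STAT1-deficient U3A cells with stable STAT3-luciferase reporter · Also added – IL-6 (33 ng/mL) · Schedule – compound 1 h, then IL-6 6 h at 37 °C · Technique – reporter luminescence signal · Evaluation – % activation versus median of IL-6-stimulated wells · Benchmarks – IL-6-only wells as 100% reference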
PPARg SRC-1 ag – agonists of human PPARgamma SRC-1 coactivator recruitment | P37231 | PPARgamma-SRC-1 coactivator recruitment biochemical assay | activation, % at 8 µM | 200,000 tested, 0.41% active | AID 631; in the data active means activation above about 19%;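 further: 0% = DMSO and 100% = reference agonist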
S1P3 antagonist – antagonists of human S1P3 receptor; inhibition, % at 4.98 µM; CHO S1P3 NFAT-BLA reporter, FRET fluorescence, antagonist mode; 170,000 tested, 0.27% active; Q99500;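 active means inhibition above the plate cutoff, the mean inhibition of test wells on that plate plus 3 SD, cut at about 28% in these data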;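 further: cells challenged with S1P at its EC80 of 0.8 µM; blue over green emission ratio from cleaved BLA substrate after 4 h stimulation; 0% = S1P-stimulated wells and 100% = unstimulated DMSO-only wells; some compounds past the cut are filed as inactive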
TR-FRET SRC-2 ct – flags TR-FRET format artefacts in PPARgamma SRC-2 recruitment agonist screen | 200,000 tested, 0.4% active | TR-FRET artefact counter-screen; stronger effect = higher value | TR-FRET ratio at 8 µM; in the data active means TR-FRET ratio above about 2000; further: inactives centre near 1500
RAM network inh – inhibitors of the yeast RAM network; S. cerevisiae dse1pr::URA3 reporter, 5-FOA growth OD615, 2 d; analog-sensitive cbk1-as2 kinase mutant strain; inhibition, % at 50 µM; 190,000 tested, 1.8% active; AID 868;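 active means inhibition above a set limit, 3 SD over mean compound inhibition, cut at about 8.4% in these data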;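 further: 0% = DMSO-only wells with no growth and 100% = 10 µM 1-NA-PP1 full growth; inhibition rescues growth on 5-FOA so higher OD means more RAM inhibition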
PPARg SRC-3 ag – PPARgamma-driven SRC-3 recruitment agonism; P37231; biochemical PPARgamma/SRC-3 coactivator recruitment assay; activation, % at 8 µM; 200,000 tested, 0.26% active; in the data active means activation above about 23%;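 further: 0% = DMSO and 100% = reference agonist; some compounds past the cut are filed as inactive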
STAT1 inh – inhibitors of IFN-gamma induced STAT1 signaling | NIH 3T3 STAT1-luciferase reporter, luminescence | inhibition, % at 5.5 µM | 200,000 tested, 0.35% active;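 active means inhibition above a set limit, the mean inhibition across all tested compounds plus 3 SD, cut at about 34% in these data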;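 further: 0% = IFN-gamma with DMSO and 100% = IFN-gamma with 300 µM nifuroxazide; values of inactives mirror those of a sister screen read the other way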
STAT3 inh – inhibitors of IL-6 induced STAT3 signaling; 190,000 tested, 0.89% active; AID 862; U3A cells, IL-6 STAT3-luciferase reporter, luminescence; host cell line lacks STAT1; inhibition, % at 5.5 µM;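 active means inhibition above the mean inhibition across all screened compounds plus 3 SD, cut at about 44% in these data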;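 further: 0% = DMSO only wells and 100% = 100 µM nifuroxazide control wells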
PPARg SRC-2 ag – agonists of SRC-2 recruitment by human PPARgamma; activation, % at 8 µM; 200,000 tested, 0.34% active; PPARgamma LBD-SRC-2 recruitment, biochemical; P37231; in the data active means activation above about 22%;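 further: 0% = vehicle and 100% = reference agonist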
Active calls of the source: *; nt = not tested or not shown.

SMILES	TLR4-MyD88 BLA	ROMK primary	STAT3 act	PPARg SRC-1 ag	S1P3 antagonist	TR-FRET SRC-2 ct	RAM network inh	PPARg SRC-3 ag	STAT1 inh	STAT3 inh	PPARg SRC-2 ag
COc1ccc(-c2cc(C(=O)OC(C)C(=O)Nc3c(C)n(C)n(-c4ccccc4)c3=O)c3ccccc3n2)cc1 (stereo unspecified)	9	nt	94	-5	-5	1561	2.2	2	-13	6	-10
C=CCn1c(N)c(S(=O)(=O)c2cccs2)c2nc3ccccc3nc21	-1	nt	106	11	-30	1592	1.7	11	-10	-2	-6
CCc1noc2c1/C(=N\O)CC(c1ccccc1)C2 (stereo unspecified)	-2	-0.33	78	9	28	1622	0.0	-7	2	27	4
Cc1ccc(S(=O)(=O)N2CCOCC2)cc1NC(=O)CNCC1CCCCC1	16	-1	90	11	-24	1561	1.0	3	7	13	7
COc1ccc(C=NC(CO)C(O)c2ccc([N+](=O)[O-])cc2)cc1 (stereo unspecified)	2	nt	100	-4	nt	1495	0.3	-7	14	4	-3
O=C(c1ccc(Cl)c([N+](=O)[O-])c1)N(Cc1ccccc1)C1CCS(=O)(=O)C1 (stereo unspecified)	-3	-0.67	100	-1	-11	1454	0.9	-2	-2	2	5
COc1ccc(-c2cn(-c3ccc(C)cc3)c(=O)n2CC(=O)Nc2cccc(F)c2)cc1	-10	1.3	94	0	nt	1597	4.5	2	7	13	3
Cc1cccc(NC(=S)N/N=C/c2ccc([N+](=O)[O-])s2)c1	3	nt	90	-4	nt	1484	-0.7	5	12	15	1
Fc1ccccc1CN(CCN1CCOCC1)C(=S)Nc1ccccc1Cl	-4	-0.31	99	3	3	1547	0.1	1	-1	9	0
Cc1cccc(C)c1NC(=O)c1ccc(-c2ccc(Cl)cc2Cl)o1	13	-2.9*	94	-5	nt	1385	4.8	1	17	13	1
COc1ccc(COC(=O)N/N=C(\C)CC(=O)Nc2c(C)cc(C)cc2C)cc1	1	-0.58	97	-8	nt	1345	1.1	-2	-1	11	-1
CCOc1cccc(-c2nnc3sc(-c4ccco4)nn23)c1	-6	0.055	87	11	nt	1549	2.6	2	4	21	3
Cc1ccc(CC2C(=O)N(c3ccc(C)cc3)C(=O)C2C)cc1 (stereo unspecified)	-10	-1.7	104	3	-15	1812	1.6	2	-10	8	2
C/C(=N\NC(=O)c1ccc(OC2CCCC2)cc1)c1ccc(C)s1	-19	0.69	95	9	nt	1593	5.6	10	8	5	8
COc1ccc(NC(=O)CSc2nnnn2Cc2ccccc2)cc1	1	0.051	105	5	5	1644	2.7	4	-7	1	12
O=C(COC(=O)COc1ccccc1[N+](=O)[O-])NC1CCCC1	7	0.78	101	1	-8	1586	2.4	6	1	0	6
CSc1nc2nc(-c3ccccc3)cc(C(F)(F)F)n2n1	6	nt	86	7	-30	1457	3.9	16	-1	18	-6
CCOC(=O)C(/C(C)=N/NC(=O)C1CC1c1ccccc1)C(C)C (stereo unspecified)	8	nt	108	2	2	1643	1.8	-1	-6	-10	-6
Cc1cc(C)cc(NC(=O)c2ccc(S(=O)(=O)C(F)F)cc2)c1	5	nt	89	-2	12	1521	1.9	-5	9	15	6
CCOC(=O)c1sc2nc3c(cc2c1N)C(=O)CC(C)(C)C3	2	0.0056	90	1	-7	1678	1.5	-4	-14	15	2
CCN(C(=O)CSc1nnc(-c2ccccc2Cl)n1C1CCCC1)C1CCS(=O)(=O)C1 (stereo unspecified)	-2	0.15	101	2	5	1453	-0.3	-9	-5	2	3
Cc1cccc(C)c1OCC(O)CNC(C)C (stereo unspecified)	-5	0.079	103	-7	nt	1441	2.4	-5	-1	2	1
CCNc1nc(NCC)nc(-n2nc(C)cc2C)n1	3	nt	103	8	18	1487	-0.1	1	-6	3	3
OCCN(Cc1ccccc1)CC1CCCCC1	-1	nt	98	-1	9	1392	1.9	-7	3	7	6
COC(=O)CSc1nc2sc3c(c2c(=O)n1C1CCCCC1)CCN(C)C3	8	-1	106	2	nt	1648	-0.4	8	4	-7	-5
Cc1ccc(-n2c(C)cc(/C=C3\NC(=O)NC3=O)c2C)c(C)c1	-3	2.6	104	-1	13	1665	2.4	-3	-12	0	3
Nc1cccc2c1C(=O)N(C(=O)c1cccc(S(=O)(=O)N3CCCCCC3)c1)C2=O	16	0.023	98	4	nt	1483	0.8	-1	1	6	4
CCOc1ccc2nc(C)cc(C(=O)O)c2c1	-25	1.9*	108	1	1	1663	2.2	4	4	-6	-5
COc1ccc(S(=O)(=O)NC(C)CCc2ccccc2)cc1 (stereo unspecified)	1	0.56	103	11	-16	1551	0.5	4	5	4	-3
Cc1ccccc1/C(N)=N/OC(=O)/C=C/c1ccccc1	13	-0.26	100	1	nt	1163	-2.5	-8	-25	-3	-2
CC1CCc2c(sc3ncnc(N4CCN(S(=O)(=O)c5cccc6nonc56)CC4)c23)C1 (stereo unspecified)	-10	-0.53	99	-1	nt	1405	nt	7	3	5	6
CCc1nn(C(C)C(=O)N2CCN(Cc3ccccc3)CC2)c(=O)c2cc3occc3n12 (stereo unspecified)	-9	nt	101	0	-17	1494	0.0	-4	-12	3	-6
O=c1c2ccccc2nc2n1CCN2Cc1ccc(Cl)cc1	-2	nt	79	-5	19	1519	1.4	-1	2	31	5
O=C(C1CC1)N1N=C(c2ccncc2)CC1(O)C(F)(F)F (stereo unspecified)	1	-0.0088	106	-3	-21	1489	1.1	0	10	-5	3
O=C(NCc1cccnc1)Nc1cccc(NC(=O)NCc2cccnc2)c1	2	1.5	105	0	-20	1649	0.7	2	-11	-2	3
O=C(c1ccccc1NS(=O)(=O)c1ccccc1[N+](=O)[O-])N1CCOCC1	9	nt	104	-1	1	1594	0.6	-1	2	-1	2
CC(NS(C)(=O)=O)C(c1cccs1)N1CCN(Cc2ccccc2)CC1 (stereo unspecified)	-1	nt	100	2	6	1481	1.6	0	5	0	-2
CNc1cc(CSC)nc(SCc2ccc(Cl)c(Cl)c2)n1	-7	nt	98	0	nt	1575	4.8	2	5	9	12
COCCCNC(=O)COc1ccc(Cl)c(C)c1	9	nt	106	4	-18	1542	1.6	4	-5	0	5
O=C1C2N=NN(CC(=O)N3N=C(c4cccc5ccccc45)CC3c3ccccc3)C2C(=O)N1c1ccccc1 (stereo unspecified)	-10	nt	116	5	nt	1570	3.8	-3	0	-16	3
Cc1ccc(-c2nc(N)n(C(=O)c3cccnc3)n2)cc1	9	1.6	107	-7	-15	1467	-0.1	-17	-12	-7	-8
COc1ccc2c(c1)CCc1c(C(=O)Nc3c(C)n(C)n(-c4ccccc4)c3=O)noc1-2	-4	nt	86	6	4	1693	3.2	-1	-7	21	8
C=CCn1c(SCC(=O)Nc2ccc(C(=O)OCC)cc2)nnc1-c1sc(N)nc1C	16	nt	95	-2	10	1397	3.1	-3	6	10	-4
COCc1cc(=O)n2c(-c3ccccc3OC)n[nH]c2n1	-13	0.32	145*	-6	nt	1547	-0.7	-2	-6	-49	-5
CCc1cc(OCCN(C)C)ccc1Cl	1	-0.89	105	-6	4	1449	0.4	-5	1	-2	-1
Cc1cc(OCn2ccc(C(=O)O)n2)ccc1Cl	7	nt	106	7	-23	1564	1.9	-9	-2	-3	-1
Cc1ccc(NC(=S)NC2CC3CCCC(C2)N3Cc2ccco2)cc1 (stereo unspecified)	16	-0.96	103	2	-3	1717	3.1	0	8	1	11
O=C(Cc1cccc2ccccc12)NN1C(=O)C2C(C1=O)C1C=CC2C12CC2 (stereo unspecified)	-2	nt	103	1	-3	1663	0.0	4	-6	-8	0
COc1ccccc1C1=Nc2cccc3cccc(c23)N1	-1	nt	91	11	nt	1467	3.7	8	1	20	18
Cc1cccc2cc(CN(Cc3ccco3)C(=O)c3ccncc3)c(=O)[nH]c12	-3	0.19	99	-5	21	1507	-1.1	8	-2	4	3
CC1=NNC(=O)C(CC(=O)Nc2ccc(Cl)c(Cl)c2)C1 (stereo unspecified)	-5	nt	100	-3	-10	1593	0.2	4	3	-2	0
CCOC(=O)CC(C)(C)/C(C)=N/Nc1ccc([N+](=O)[O-])cc1[N+](=O)[O-]	-4	-0.48	104	6	-16	1607	6.5	-2	11	0	-4
O=C(Nc1ccc(N2CCOCC2)cc1)c1ccncc1	-7	0.58	100	2	nt	1689	0.1	11	-3	1	7
O=C(COc1ccc2ccccc2c1)Nc1ccc(Cc2ccncc2)cc1	-2	nt	103	11	nt	1610	0.4	1	0	6	-5
Fc1ccc(CNC(=S)NC2CCCC2)cc1	-2	-0.35	92	-1	-5	1632	0.0	0	-1	8	-8
CCOc1cccc2cc(C(=O)NCCC3=CCCCC3)c(=O)oc12	11	0.77	99	13	-17	1535	4.2	1	-3	6	8
COC(=O)c1ccc(NC(=O)COC(=O)CSc2nc(C)cc(C)n2)cc1	13	nt	101	1	nt	1446	0.1	1	-4	4	-1
CCN(CC)CCNC(=S)Nc1ccc(Cl)cc1	-1	nt	106	-2	-8	1731	0.1	4	8	-7	-4
Cc1sc2ncnc(SCC(=O)NCC(C)C)c2c1C	-22	0.6	91	0	nt	1516	0.5	11	3	16	7
CC1CCCC(NC(=O)CSc2ccc(F)cc2)C1C (stereo unspecified)	-9	0.013	103	6	-1	1705	2.8	1	-5	5	0

Continued.
SMILES	TLR4-MyD88 BLA	ROMK primary	STAT3 act	PPARg SRC-1 ag	S1P3 antagonist	TR-FRET SRC-2 ct	RAM network inh	PPARg SRC-3 ag	STAT1 inh	STAT3 inh	PPARg SRC-2 ag
NNC(=O)CCCNc1ncc(C(F)(F)F)cc1Cl	6	0.57	101	1	-9	1726	0.8	0	-4	0	7
COc1cc(CN2CCNC(=O)C2CC(=O)NCCC2=CCCCC2)cc(OC)c1 (stereo unspecified)	-4	-1.5	105	0	-16	1293	5.7	2	-6	-3	-4
CC1CCCC(NC(=O)CSC2CCCCC2)C1C (stereo unspecified)	-5	-0.54	107	3	-10	1419	0.4	-7	5	-7	-7
O=C(Nc1ccccc1F)c1ccc(OCc2ccccc2)cc1	-7	0.99	99	14	11	1503	3.9	9	-20	5	7
CC(C)N=C(NC#N)SCc1ccc(F)cc1	5	-0.18	99	16	-18	1728	3.2	14	-5	3	3
CCOc1ccc(N2CC(C(=O)Nc3ccccc3OC)CC2=O)cc1 (stereo unspecified)	-3	nt	112	3	-30	1687	0.7	2	2	-9	2
CN(c1ccccc1)S(=O)(=O)c1cccc(NC(=O)Cn2cnc3c2c(=O)n(C)c(=O)n3C)c1	9	nt	79	3	-4	1611	0.8	4	4	24	-6
